From PubChem
F508del corr = CFTR F508del correction in bronchial cells; AID 720511; CFBE cells, YFP halide quenching; stimulated with forskolin plus potentiator P3; % fluorescence drop versus neutral controls; activity (quench increase), % at 7.58 µM; 350,000 tested, 0.36% active;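 active = mean added fluorescence quench of at least 8% versus neutral control, with both replicates also reaching 8%; inconclusive = only one of the mean or replicate conditions met; inactive = mean below 8% and not both replicates reaching 8%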;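 also: cells transiently co-express mutant CFTR-F508del with the halide-sensitive YFP; corrector assay measuring rescue of mutant channel to the surface after 24 h compound exposure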
ARNT-TACC3 inh = ARNT/TACC3 interaction disruption. AID 623870. AlphaScreen His-ARNT PAS-B/GST-TACC3 binding, luminescence; TACC3 fragment carries E629A point mutation. inhibition, % at 9.99 µM. Q9Y6A5. 390,000 tested, 0.66% active;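 active = mean inhibition of replicates at least 50% and at least half of replicates each reaching 50%; inconclusive = half or more replicates reach 50% but mean below 50%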;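 also: 0% = complete ARNT plus TACC3 wells and 100% = ARNT alone without TACC3; many hits fall short of the cut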
PAX8 reporter = PAX8 transcriptional activity inhibition; RMG-I TPO-luciferase reporter, SteadyGlo, 24 h; inhibition, % at 12.6 µM; 360,000 tested, 1.2% active; AID 652154;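 active = mean replicate inhibition at least 60% with every replicate also reaching 60%; inconclusive = only one of the two criteria is met; inactive = mean below 60% and not all replicates reaching 60%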;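 also: luciferase light reporting Pax8 driven TPO promoter activity; plate controls were median of neutral control wells for no effect and mitoxantrone controls for full effect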
INS-1E GSIS act = GLuc luminescence reporter in INS-1E cells, primary screen for activators of glucose-dependent secretion of insulin; INS-1E GLuc reporter insulin secretion, 2-3 h; activation, % at 16.6 µM; AID 743287; 370,000 tested, 0.61% active;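 active = lowest replicate activation of at least 40%, so every replicate reaches that level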;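 also: 0% = median of neutral control wells and 100% = median of IBMX positive control wells; some compounds called inactive have numbers as strong as hits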
ERp5 block = blocks human ERp5 reductase activity on insulin. Q15084. ERp5 insulin aggregation, absorbance 650 nm, 90 min. inhibition, % at 9.99 µM. 350,000 tested, 0.05% active. AID 651711;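 active = mean replicate inhibition above about 25%, with every replicate also reaching it, limit read from the data, passing the limit was not always enough; inconclusive = only one of those two criteria met; inactive = neither criterion met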
Target sequence (Q15084 whole entry, looked up): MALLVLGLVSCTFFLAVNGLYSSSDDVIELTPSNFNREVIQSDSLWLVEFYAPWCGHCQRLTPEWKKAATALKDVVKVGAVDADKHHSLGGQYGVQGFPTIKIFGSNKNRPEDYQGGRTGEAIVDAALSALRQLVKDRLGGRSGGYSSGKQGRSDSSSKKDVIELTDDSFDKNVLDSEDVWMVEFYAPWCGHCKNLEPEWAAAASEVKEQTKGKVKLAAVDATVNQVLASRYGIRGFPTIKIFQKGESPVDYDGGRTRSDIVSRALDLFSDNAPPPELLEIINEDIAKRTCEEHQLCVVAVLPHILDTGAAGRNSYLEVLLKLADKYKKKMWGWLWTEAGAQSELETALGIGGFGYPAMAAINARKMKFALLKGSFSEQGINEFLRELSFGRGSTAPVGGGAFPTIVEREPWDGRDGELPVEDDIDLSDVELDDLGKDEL
XiGFP reactiv = X-chromosome reactivation activator; activation, % at 7.58 µM; XiGFP mouse fibroblasts, % GFP-positive cells imaging, 3 d; cells co-treated with 5-aza-dC sensitizer; scaled so ellipticine positive control = 100%; 360,000 tested, 0.055% active;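 active = mean normalized replicate activation at least 10% and every replicate at or above 10%; inconclusive = only one of the two criteria met; inactive = mean below 10% and not all replicates reach 10%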;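 also: 0% = median of on-plate neutral control wells and 100% = ellipticine 6 µM median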
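Schedule: 3 d treatment, 15 min room-temperature fixation; system: 68-5-11 XiGFP fibroblast line; buffer or medium: DMEM plus 5-aza-dC sensitizer; control set: ellipticine 6 µM positive control; compound: one concentration, pinned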
EWS-Fli block = inhibitors of EWS/Fli oncoprotein transcriptional activity. A673 NR0B1-luciferase reporter, viability-normalised. inhibition, % at 12.6 µM. 350,000 tested, 0.67% active;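 active = mean inhibition of at least 50% after viability correction, with every replicate also passing that limit; inconclusive = mean reaches 50% but only one of two replicates passes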;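 also: firefly luciferase signal divided by Alamar Blue viability fluorescence both relative to DMSO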
DENV2 CPE = inhibitors of DENV2 cytopathic effect. DENV2-infected cells, cytopathic effect rescue, plate reader. CPE inhibition, % at 9.99 µM. 350,000 tested, 1.7% active. AID 651640; in the data active = CPE inhibition above about 20%, passing the limit was not always enough; inconclusive = no clear call, values can overlap the other calls; tested in BHK-21 cells;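 also: 0% = median of neutral control wells and 100% = median of positive control wells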
An asterisk follows results filed as active; ? = inconclusive; . = no result given; & = joins results of further samples. Not a hit list; 4.2% or so of the library scored in one or more.

Below each SMILES: F508del corr	ARNT-TACC3 inh	PAX8 reporter	INS-1E GSIS act	ERp5 block	XiGFP reactiv	EWS-Fli block	DENV2 CPE
> CCC(=O)NC(=S)Nc1ccc(NC(=O)COc2ccc(Cl)cc2Cl)cc1
 : 0.0	2	.	.	7	.	-4	-6
> CCC(=O)N1CCN(c2cc(NCC3CCCO3)c(F)cc2[N+](=O)[O-])CC1 (stereo not drawn)
 : -0.1	-11	1	-9	-3	1.0	4	1
> CCCCN1CC[C@H]2C=CC[C@@H](C(=O)NCc3ccc(OC)cc3)[C@H]2C1=O
 : -0.7	0	-10	5	3	-0.4	-4	-24
> O=C(Nc1ccc(F)cc1)N1C[C@H]2[C@@H](c3ccccc31)[C@H](CO)N2C(=O)Cc1cccnc1
 : -4.1	-4	-10	-3	-1	0.6	-14	1
> CCCN1C[C@@H](C)[C@H](OC)CN(C)C(=O)c2cc(NC(=O)c3ccc(F)cc3)ccc2OC[C@H]1C
 : -0.4	13	.	-9	1	0.1	14	-9
> COC(=O)C1CCN(S(=O)(=O)c2cc3c4c(c2)CCN4C(=O)CC3)CC1
 : -4.1	-28	-13	-6	6	-0.2	8	-7
> Cc1cc(=O)n2nc(N3CCCC(C(=O)NCc4ccccc4Br)C3)sc2n1 (stereo not drawn)
 : -0.5	5	8	12	5	0.0	-1	7
> C/C=C/c1ccc([C@H]2[C@@H](CO)N(C(=O)C3CC3)C23CN(S(=O)(=O)CC)C3)cc1
 : 3.3	.	-5	4	3	0.3	11	2
> Cc1cc(C)n2nc(C(=O)OCC(=O)NC(=O)c3ccccc3)nc2n1
 : 1.7	-1	-6	0	-3	0.3	-4	-3
> CC1C/C(=C/c2ccncc2)C(=O)/C(=C/c2ccncc2)C1 (stereo not drawn)
 : -16	11	85*	-64	-1	-0.2	78*	-2
> Cc1ccc(S(=O)(=O)N2C[C@H]3C(=O)C[C@@H](c4ccccc4)N(S(=O)(=O)c4ccc(Br)cc4)[C@H]3C[C@H]2c2ccccc2)cc1
 : 4.1	.	30	.	-3	0.1	1	-1
> Cc1ccc(C(=O)COC(=O)c2ccc(Cl)c(N)c2)s1
 : 2.4	-6	-39	20	-5	0.0	-17	-8
> N#CC1=C(N2CCOCC2)/C(=C\c2ccccc2)CC1
 : 0.5	2	3	7	-1	0.0	-3	.
> CC(C)NC(=O)N(C)C[C@H]1Oc2cc(C#CCN(C)C)ccc2S(=O)(=O)N([C@@H](C)CO)C[C@H]1C
 : 2.4	-6	.	11	6	-0.8	-9	6
> COc1ccc(NC(=O)N(C)C[C@@H]2Oc3ncc(-c4cccnc4)cc3C(=O)N([C@H](C)CO)C[C@@H]2C)cc1
 : -1.2	-1	-11	28	0	0.6	-2	4
> CN(C(=O)COC(=O)CSc1ccc([N+](=O)[O-])cc1)c1ccccc1
 : 1.6	32	-6	3	-5	0.4	3	36*
> CN1CCCN(S(=O)(=O)c2ccc(Cl)c(Cl)c2)CC1
 : -1.2	-4	-11	-9	-1	0.1	-1	-2
> CN1C(=O)C(C)(C)c2cc(S(=O)(=O)N(C)Cc3ccccc3)ccc21
 : 1.1	-6	3	-14	5	0.0	10	-3
> Cc1ccc(C(=O)c2cc3c(cc2[N+](=O)[O-])OCCO3)cc1
 : 0.4	2	5	-13	-2	0.2	-8	0
> O=C(Nc1cccc(F)c1)c1cc(S(=O)(=O)N2CCC3(CC2)OCCO3)ccc1F
 : -0.7	.	-7	-13	1	0.0	13	-3
> C[C@@H]1CN([C@H](C)CO)C(=O)c2cc(NC(=O)CCCN(C)C)ccc2O[C@H]1CN(C)S(=O)(=O)c1cn(C)cn1
 : 0.4	-5	.	18	1	-0.1	-6	6
> Cc1cc(Br)ccc1NC(=S)Nc1cccc([N+](=O)[O-])c1
 : .	4	-3	-4	5	0.1	.	.
> COc1cc([N+](=O)[O-])ccc1-c1ccc(/C=N/NC(=O)OC(C)(C)C)o1
 : -20	-1	-5	15	3	-0.1	4	16
> CCO[C@H]1OC(C(=O)N2CCOCC2)=C[C@@H](c2ccc3c(c2)OCO3)[C@@H]1CCCO
 : -0.2&-2.6	-6&-5	-16&15	13	-3&0	0.2	-7&-6	-2&-1
> CC(=O)NC[C@H]1[C@@H](c2ccc(C#CC(C)C)cc2)[C@@H](CO)N1Cc1ccccn1
 : -0.6	.	.	0	0	0.1	-9	-3
> CC(C)c1ccc(NC(=O)C2CC2c2ccccc2)cc1 (stereo not drawn)
 : -2.1	-9	10	-30	-1	0.0	-3	4
> O=C(C[C@H]1CC[C@@H](NC(=O)Nc2ccc(C(F)(F)F)cc2)[C@@H](CO)O1)NCc1ccccn1
 : 1.9	-7	1	-16	10	0.2	-4	1
> C[C@H]1CN([C@@H](C)CO)C(=O)c2cc(NC(=O)Nc3ccc4c(c3)OCO4)ccc2O[C@H]1CN(C)Cc1ccc(Oc2ccccc2)cc1
 : -1.1	-9	.	-25	8	0.0	6	0
> CSCC[C@@H](C(=O)NCCCCCCCCCCC(=O)N1CCNCC1)n1cc(CCO)nn1
 : -0.8	-6	5	3	-2	0.0	-6	-7
> O=C(C[C@@H]1CC[C@H]2[C@@H](COC[C@@H](O)CN2S(=O)(=O)c2ccc(Cl)cc2)O1)NCCN1CCCCC1
 : 0.0	.	1	4	-1	0.0	-10	5

Later entries.
Compound | F508del corr | ARNT-TACC3 inh | PAX8 reporter | INS-1E GSIS act | ERp5 block | XiGFP reactiv | EWS-Fli block | DENV2 CPE
S=c1[nH]nc(-c2ccccc2)n1/N=C/C=C/c1ccco1 | . | 0 | -14 | -37 | 4 | 0.0 | 3 | 8
CC(C)NC(=O)N(C)C[C@H]1Oc2c(NS(=O)(=O)c3cn(C)cn3)cccc2C(=O)N([C@@H](C)CO)C[C@H]1C | -2.2 | -3 | . | -2 | -1 | 0.0 | -2 | -3
C[C@@H]1CN([C@H](C)CO)C(=O)c2cccc(NS(=O)(=O)c3ccccc3)c2O[C@@H]1CN(C)S(C)(=O)=O | 0.5 | -8 | . | 10 | -2 | -0.1 | -2 | 4
CC1(C)CC(=O)C(C=Nc2ccc(O)c(N=CC3=C(O)CC(C)(C)CC3=O)c2)=C(O)C1 | 0.7 | . | 1 | -9 | 1 | 0.0 | -32 | 0
Cc1c(C#N)c(NC(=O)C(C)C)n(Cc2ccccc2)c1C | 2.0 | 3 | -1 | -2 | -2 | 0.1 | -14 | -5
COc1ccc(-c2cn(-c3ccc(OC)cc3)c(=S)[nH]2)cc1 | . | 5 | -64 | 8 | . | 0.3 | . | .
COc1ccc(NC(=O)CN(C)C(=O)c2ccc(S(=O)(=O)N3CCOCC3)cc2)cc1 | -1.9 | . | -15 | -1 | 5 | 0.3 | 0 | 0
COc1cccc(CC(=O)Nc2cccc3ccccc23)c1 | -3.6 | -7 | -9 | 5 | 0 | -0.1 | -2 | 1

DENV2 CPE, hit marks shown above
Molecule	F508del corr	ARNT-TACC3 inh	INS-1E GSIS act	ERp5 block	DENV2 CPE
CN(C(=O)COC(=O)CSc1ccc([N+](=O)[O-])cc1)c1ccccc1	1.6	32	3	-5	36*

(list continues)
Compound | F508del corr | ARNT-TACC3 inh | PAX8 reporter | INS-1E GSIS act | ERp5 block | XiGFP reactiv | EWS-Fli block | DENV2 CPE
C[C@@H]1CCCCO[C@@H](CN(C)Cc2ccncc2)[C@@H](C)CN([C@@H](C)CO)C(=O)c2cc(NC(=O)Nc3ccc(C(F)(F)F)cc3)ccc2O1 | -1.4 | 10 | 34 | -6 | -3 | -0.1 | -9 | 6
CCCN1C2CCCC1CC(NC(=S)Nc1cccc(C)c1C)C2 (stereo not drawn) | -0.2 | 3 | -19 | 22 | 4 | -0.1 | -14 | -4
COc1ccc(-c2csc(C(C)(O)c3cccnc3)n2)cn1 (stereo not drawn) | 1.6 | . | -1 | 0 | -2 | -0.1 | 0 | 0
Cc1ccc(S(=O)(=O)N2CCCCC2)cc1NC(=O)COC(=O)Cc1ccc(Cl)cc1 | . | -5 | -25 | -16 | . | 0.0 | . | .
COc1ccc(S(=O)(=O)Nc2ccc3c(c2)CC(=O)N([C@H](C)CO)C[C@@H](C)[C@H](CN(C)CC2CCCCC2)O3)cc1 | -0.8 | 6 | . | -5 | 1 | 0.3 | 30 | 0
Nc1ncnc2c1ncn2[C@@H]1O[C@H](CNS(=O)(=O)CCCCl)[C@@H](O)[C@H]1O | 2.9 | 3 | 0 | 8 | 2 | 0.4 | -2 | ?
CCSc1ccc(C(=O)Nc2ccc(Br)cn2)cc1[N+](=O)[O-] | 2.4 | -12 | 18 | -1 | 4 | 0.0 | 2 | .
CCC(=O)N(C)C[C@H]1Oc2ncc(-c3ccccc3F)cc2C(=O)N([C@H](C)CO)C[C@@H]1C | 1.2 | -2 | . | 3 | -3 | 0.0 | 7 | 9

Entries above containing an NH in an aromatic ring:
Compound | F508del corr | ARNT-TACC3 inh | PAX8 reporter | INS-1E GSIS act | ERp5 block | XiGFP reactiv | EWS-Fli block | DENV2 CPE
S=c1[nH]nc(-c2ccccc2)n1/N=C/C=C/c1ccco1 | . | 0 | -14 | -37 | 4 | 0.0 | 3 | 8
COc1ccc(-c2cn(-c3ccc(OC)cc3)c(=S)[nH]2)cc1 | . | 5 | -64 | 8 | . | 0.3 | . | .

Additional results follow:
Compound | F508del corr | ARNT-TACC3 inh | PAX8 reporter | INS-1E GSIS act | ERp5 block | XiGFP reactiv | EWS-Fli block | DENV2 CPE
COc1cc2ncnc(NCc3cccc(Cl)c3)c2cc1OC | 0.3 | 2 | 16 | 3 | 2 | 0.0 | 3 | -3
O=C(CCn1c2c(c3ccccc31)CCCC2)NNC(=O)c1ccc([N+](=O)[O-])cc1 | . | 4 | 26 | . | -4 | 0.2 | -14 | 3
CCCNC(=O)N(C)C[C@@H]1Oc2ncc(C3=CCCC3)cc2C(=O)N([C@@H](C)CO)C[C@H]1C | -1.0 | -7 | 3 | -3 | 1 | -0.8 | -6 | -2
CCN(C(=O)COC(=O)/C(=C/c1ccccc1)NC(C)=O)c1c(N)n(Cc2ccccc2)c(=O)[nH]c1=O | -2.3 | -9 | 1 | 1 | -1 | 0.4 | 12 | 3
COc1ccc(-c2c(-c3ccsc3)oc3c2C(O)CCC3)cn1 (stereo not drawn) | -0.8 | . | 12 | 40 | -4 | 0.1 | -39 | 5
COc1ccccc1CNC1CCCc2ccccc21 (stereo not drawn) | 0.5 | -11 | -9 | 34 | 2 | 0.0 | 13 | 0
CCOc1ccc(CNC(=O)c2ccc3nc(N4CCOCC4)sc3c2)cc1 | -4.5 | -5 | 3 | 2 | -3 | 0.1 | -8 | -2
O=S(=O)(Cc1ccccc1)N1CCCCN2[C@H](CO)[C@H](c3ccc(-c4cncnc4)cc3)[C@H]2C1 | -2.7 | 0 | 2 | 0 | -5 | -0.1 | -1 | -3
COC(=O)CC1C(=O)NCCN1C(=O)CSc1nc2ccc([N+](=O)[O-])cc2s1 (stereo not drawn) | 0.5 | . | 26 | -1 | -1 | 0.2 | 2 | 17
CC1(C)[C@@H](O)CC[C@]2(C)C3C(O)C=C4[C@H]5C[C@@](C)(CO)CC[C@]5(C)CC[C@]4(C)[C@]3(C)CC[C@@H]12 (stereo partly drawn) | 2.2 | 19 | 7 | . | -3 | 0.0 | -13 | 7
CCC(=O)Nc1nc(C)c(-c2csc(Nc3cccc(C(=O)O)c3)n2)s1 | -1.3 | -4 | -7 | . | 1 | 0.0 | -1 | 0
CCc1cc2c(-c3ccccc3)cc(=O)oc2cc1OC(C)C(C)=O (stereo not drawn) | 1.0 | 13 | 0 | -9 | 2 | 0.0 | 8 | 0
